SR-BI HDL uptake: inhibitors of mouse SR-BI mediated HDL lipid uptake. Q61009. ldlA[mSR-BI] CHO cells, DiI-HDL uptake fluorescence, 3 h. inhibition, % at 12.5 µM. actives 0.96% (n = 320,000). AID 488896;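 active = mean replicate inhibition of at least 70% and a set share of replicates each scoring 70 or more; inconclusive = meets just one of the two criteria; inactive = fails both criteria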;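 also: 0% = median of neutral control wells and 100% = median of positive control wells; values of inactives mirror those of a sister screen read the other way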
Target sequence (Q61009 whole entry, looked up): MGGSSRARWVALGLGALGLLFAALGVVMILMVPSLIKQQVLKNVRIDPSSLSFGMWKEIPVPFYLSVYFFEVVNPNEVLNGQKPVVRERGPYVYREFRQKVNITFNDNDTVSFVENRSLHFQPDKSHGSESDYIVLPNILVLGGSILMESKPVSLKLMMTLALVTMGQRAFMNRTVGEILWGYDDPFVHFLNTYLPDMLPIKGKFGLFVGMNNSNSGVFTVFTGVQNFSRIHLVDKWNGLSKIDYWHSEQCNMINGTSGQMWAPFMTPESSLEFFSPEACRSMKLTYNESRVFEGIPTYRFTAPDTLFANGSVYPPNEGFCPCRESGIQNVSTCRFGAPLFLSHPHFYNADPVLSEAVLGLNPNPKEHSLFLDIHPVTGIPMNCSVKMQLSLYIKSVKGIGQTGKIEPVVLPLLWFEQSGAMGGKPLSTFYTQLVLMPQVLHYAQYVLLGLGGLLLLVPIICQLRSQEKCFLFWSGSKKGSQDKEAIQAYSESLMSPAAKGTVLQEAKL
dFosB act: mouse delta FosB homodimer activation; P13346; purified delta FosB, TAMRA-CDK5 oligo fluorescence polarization; percent of positive-control signal above neutral wells; activation, % at 25 µM; actives 0.99% (n = 340,000); AID 493131;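 active = mean activation above about 17%, with every replicate also reaching it, limit read from the data, passing the limit was not always enough; inconclusive = only one of the two conditions met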;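 also: fluorescence polarization rise as delta FosB binds a TAMRA Cdk5 AP-1 oligo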
cardiac RTF act: increases calcium sensitivity of human cardiac regulated thin filaments | P19429+P45379 | IANBD-labeled TnC RTF fluorescence at EC20 calcium; 0% EC20 calcium, 100% full calcium | activation, % at 7.2 µM | actives 0.24% (n = 340,000) | AID 493008;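 active = activation above the mean over all tested compounds plus 3 SD, cut at about 30% in these data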;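 also: rise in fluorescence read as greater calcium sensitivity of cardiac thin filaments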
SR-BI uptake up: enhances SR-BI lipid uptake from DiI-HDL. CHO ldlA[mSR-BI] cells, DiI-HDL uptake fluorescence, 3 h; 100 = double the neutral-control signal. actives 0.096% (n = 320,000). activation, % at 12.5 µM;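 active = mean replicate activation of at least 60% and every replicate at or above 60%; inconclusive = mean or all-replicate condition met, but not both; inactive = mean below 60% and not all replicates reaching 60%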;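 also: 0% = median plate neutral-control signal and 100% = twice that signal; values of inactives mirror those of a sister screen read the other way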
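Assay system: CHO ldlA[mSR-BI] cells, LDL receptor-null, SR-BI overexpressing; medium: Ham's F12 with 0.5% BSA, HEPES 25 mM, pH 7.4; also added: DiI-HDL 10 µg/mL; timing: 3 h uptake period with compound, 37 °C; signal: DiI fluorescence, bottom read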
Wnt bcat act: Wnt/beta-catenin pathway activation. Wnt/beta-catenin reporter cell assay, activator, plate reader. activation, % at 9.35 µM. actives 1.2% (n = 300,000); in the data active = activation above about 30%, passing the limit was not always enough; inconclusive = no clear call, values can overlap the other calls;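 also: 0% = neutral control wells and 100% = positive control wells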
HTR5A ag ctr: counter-screen for OPRM1-OPRD1 agonists: human HTR5A agonism | P47898 | HTR5A agonist assay, luminescence, cell-based | activation, % at 9.3 µM | actives 0.61% (n = 340,000) | AID 504692; in the data active = activation mostly above about 9.5%, no sharp cut-off; inactive = mostly below about 7.6%;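 also: 0% = cells with vehicle only and 100% = reference agonist; strong numbers were not always called active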
Target sequence (P47898 whole entry, looked up): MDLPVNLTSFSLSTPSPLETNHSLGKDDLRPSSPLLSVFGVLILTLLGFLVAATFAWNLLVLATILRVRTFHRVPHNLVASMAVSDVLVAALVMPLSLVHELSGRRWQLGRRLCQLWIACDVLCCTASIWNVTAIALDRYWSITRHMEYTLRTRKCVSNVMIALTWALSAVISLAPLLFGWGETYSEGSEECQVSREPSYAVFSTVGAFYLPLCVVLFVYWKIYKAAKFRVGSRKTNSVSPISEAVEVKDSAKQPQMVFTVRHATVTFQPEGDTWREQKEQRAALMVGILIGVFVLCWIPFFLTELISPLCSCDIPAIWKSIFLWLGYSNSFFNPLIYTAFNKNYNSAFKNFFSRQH
MITF act: activators of MITF-driven TRPM1 promoter activity in SK-MEL-5 cells; SK-MEL-5 TRPM1-promoter luciferase, 24 h; % of positive control, neutral wells = 0; activation, % at 12.5 µM; actives 0.75% (n = 300,000);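 active = mean activation of at least 80% with every replicate also reaching 80%; inconclusive = mean reaches 80% but some replicate falls short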;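 also: 0% = neutral control wells and 100% = parthenolide positive control wells; values of inactives mirror those of a sister screen read the other way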
CDK5 p35 inh: inhibitors of human CDK5/p35 kinase; Recombinant CDK5/p35, ADP-Glo luminescence, 60 min; Q00535+Q15078; actives 0.01% (n = 330,000); inhibition, % at 10 µM;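 active = highest replicate inhibition of at least 50% and at least 75% of replicates reaching 50%; inconclusive = only one of the two criteria met; inactive = both criteria failed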;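 also: plate controls were DMSO neutral control for no effect and GW8510 at 10 µM for full effect; many of its hits are not listed in these tables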
PvdQ acylase: blocks Pseudomonas aeruginosa PvdQ acylase activity; purified PvdQ acylase, fluorescence plate reader; inhibition, % at 10 µM; actives 0.063% (n = 340,000); AID 488965; in the data active = inhibition above about 30%, passing the limit was not always enough; inconclusive = no clear call, values can overlap the other calls;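 also: 0% = vehicle neutral wells and 100% = reference inhibitor wells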
Rtt109 HAT inh: C. albicans Rtt109 histone acetyltransferase inhibition; Q5AAJ8; purified Rtt109/Vps75, ThioGlo CoA-SH fluorescence, 4 h; inhibition, % at 34.9 µM; actives 0.16% (n = 330,000); AID 540336;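 active = inhibition of at least 50% in every replicate; inconclusive = best replicate reaches 50% inhibition but some replicates fall short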
* hit, by the source's call; ? = inconclusive; nt = no result given.

SMILES	SR-BI HDL uptake	dFosB act	cardiac RTF act	SR-BI uptake up	Wnt bcat act	HTR5A ag ctr	MITF act	CDK5 p35 inh	PvdQ acylase	Rtt109 HAT inh
NC(=O)CN1CCN(C(=O)NC2CCCCC2)CC1	-17.0	-0.7	-1.6	17.0	-3.0	-5.5	6.9	0.3	-11.2	-6.4
CCOC(=O)CSc1nnc(-c2ccccc2)c(=O)[nH]1	-28.9	-5.4	2.3	28.9	-1.1	2.0	-7.2	-1.2	9.9	-3.2
Cc1oc2cc3oc(=O)c(CCC(=O)NCCCN4CCOCC4)c(C)c3cc2c1C	16.0	-7.8	6.5	-16.0	-1.1	-2.1	30.1	-0.7	-0.8	-8.2
Cc1ccc(S(=O)(=O)NNC(=O)CCC(=O)Nc2ccc(C)c(C)c2)cc1	-4.6	-5.7	0.4	4.6	nt	-10.6	-8.5	-0.3	-10.5	-3.4
O=C(CSc1ncn[nH]1)Nc1ccccc1C(=O)O	-23.9	4.0	-4.0	23.9	-3.1	3.9	7.3	-0.6	-13.5	8.6
N#CCCSc1ncnc2c1oc1ccccc12	-9.8	-18.7	-0.4	9.8	nt	2.4	-20.8	1.4	-10.3	6.4
O=C(COC(=O)c1cccs1)Nc1ccccc1C(F)(F)F	-11.1	-0.7	1.2	11.1	-1.4	-0.8	nt	-4.9	-11.3	-8.9
CCCCn1c(N)c(N(CCC(C)C)C(=O)COC(=O)/C=C/c2ccc(F)cc2)c(=O)[nH]c1=O	-12.9	-0.7	-5.8	12.9	-6.2	3.1	-48.5	0.7	9.0	-4.5
COc1cccc(CN2CCN(CCc3ccccc3)C(CCO)C2)c1OC (configuration not stated)	-36.8	-2.1	1.0	36.8	-8.9	4.9	-15.8	0.5	-14.3	-0.9
CC(=O)C1=C(O)C(=O)N(CCc2c[nH]c3ccccc23)C1c1cccc(O)c1 (configuration not stated)	-13.3	-1.7	-1.4	13.3	-1.0	-1.4	-17.4	1.3	0.9	16.2
Oc1ccccc1N1CCN(c2nnnn2-c2ccccc2)CC1	24.4	-2.6	-2.2	-24.4	4.0	2.5	-13.2	1.0	-6.6	-0.6
COc1ccc(S(=O)(=O)N2CCOC2CNC(=O)C(=O)NCc2ccco2)cc1OC (configuration not stated)	-18.0	-6.7	4.5	18.0	0.8	-2.7	-0.5	0.2	-12.8	-0.6
CC(C)c1ccc(-c2nc(N3CCCCC3)[nH]c(=O)c2C#N)cc1	2.5	3.8	4.8	-2.5	-1.2	-0.8	nt	0.3	-5.5	3.5
Cc1[nH]c(=O)[nH]c(=O)c1S(=O)(=O)NCC12CC3CC(CC(C3)C1)C2	-94.8	2.0	3.2	?	0.5	-3.6	-10.9	-2.0	-16.6	-1.3
O=c1[nH]nnc2c1cnn2-c1ccccc1	-15.4	-0.3	-7.5	15.4	1.0	2.3	0.5	0.0	-1.0	-5.0
Cc1cccc(OCc2nnc(SCC(=O)N3CCN(C(=O)c4ccco4)CC3)n2C)c1C	21.9	-8.5	3.2	-21.9	1.1	-1.7	-0.4	-0.4	-7.3	-3.5
O=C(NCCc1ccccc1)c1cccnc1N1CCCCCC1	10.7	-1.4	-0.4	-10.7	19.8	-1.3	-3.1	2.7	-4.1	-9.5
CCN(CC)c1nc2cc(C)ccc2cc1/C=C(\C#N)C(N)=O	0.4	-8.4	3.3	-0.4	-4.0	1.0	-2.2	-3.1	-6.8	-10.1
CCOC(=O)[C@H]1[C@H]2COc3cc(OC)ccc3[C@@H]2N2C(=O)N(c3cccc(F)c3)C(=O)[C@@]12C	1.9	-6.4	1.5	-1.9	6.8	2.2	-4.1	-1.4	-17.8	3.5
COc1ccc(/C(O)=C2/C(=O)C(=O)N(c3ncccn3)C2c2ccc(OC)c(OC)c2)cc1 (configuration not stated)	9.1	-0.3	-2.0	-9.1	nt	4.5	-3.6	-2.3	5.4	16.1
COCCn1cnc2c1c(=O)n(CC(=O)OCC(=O)NCCCc1ccccc1)c(=O)n2Cc1ccccc1	-55.7	-9.2	-0.3	55.7	-1.8	-0.5	1.8	-0.9	-12.8	-8.5
Cc1cc(=O)n(C)c(=O)n1CCCCOc1ccc([N+](=O)[O-])cc1	-0.8	12.2	0.3	0.8	-0.7	-0.5	7.1	-1.8	-6.7	10.3
CC(Sc1ncn[nH]1)C(=O)NCc1ccccc1 (configuration not stated)	-12.0	-0.7	-6.0	12.0	-2.0	0.9	-0.2	-0.8	-3.5	-7.6
Cc1ccc(NC2Sc3ccccc3NC2=O)cc1Cl (configuration not stated)	nt	-4.6	-0.9	nt	?	1.4	0.2	-1.6	-9.0	-0.3
O=C(NC1=NCCS1)c1ccc(Cl)c(S(=O)(=O)N2CCCCCC2)c1	9.2	-13.9	-2.1	-9.2	6.0	-0.2	4.2	-1.4	-4.4	4.0
O=C(Nc1ccc(-c2nnco2)cc1)c1ccccc1	33.1	-0.5	1.4	-33.1	nt	3.3	50.2	-1.3	1.6	13.7
CC(=O)Nc1ccc(NC(=O)COC(=O)/C=C/c2ccc3c(c2)OCO3)cc1	5.7	4.2	5.2	-5.7	-0.3	-2.9	1.3	-1.2	-1.8	0.6
COc1ccc(C(=O)CN2CC(C)SC2=Nc2ccc(Cl)cc2)cc1 (configuration not stated)	18.5	-5.5	-0.8	-18.5	-1.4	-3.5	3.6	0.0	17.8	-0.8
CCN(Cc1cnn(C)c1)Cc1nc(Cc2ccccc2Cl)no1	-24.5	-4.5	1.8	24.5	-0.3	0.6	-0.4	0.0	-4.6	3.7
CCOc1ccccc1NC(=O)c1nnn(-c2ccc3c(c2)OCCO3)c1N	nt	-5.6	1.5	nt	1.8	4.3	nt	0.2	-6.2	-5.6
CC(Cc1ccsc1)NC(=O)CCc1nnc(CCc2ccccc2)o1 (configuration not stated)	8.2	-5.3	5.4	-8.2	2.6	-2.3	-4.8	0.4	-6.2	-15.2
CCc1noc(C)c1C(=O)NNC(=O)COc1ccc(C)c(C)c1	-9.2	-6.9	3.1	9.2	-0.5	6.3	-16.5	0.0	13.7	16.2
CCn1c(SCC(=O)Nc2ccc3c(c2)OCCO3)nnc1-c1ccccn1	-4.3	-4.5	2.2	4.3	nt	1.1	4.4	-2.1	-10.3	-9.2
COc1cccc2cc(C(=O)Oc3ccccc3)c(=O)oc12	-36.6	-9.4	2.5	36.6	-0.5	-0.9	3.6	-0.5	-0.6	-7.4
CCOc1cc(CNc2ccccc2)cc(Br)c1OCc1ccc(F)cc1	73.7*	-7.6	-1.6	-73.7	-5.0	4.4	-7.0	nt	3.1	1.4
Cc1ccc(NC2=C(Cl)C(=O)OC2NC(=O)c2ccccc2)cc1 (configuration not stated)	-2.1	-2.1	1.6	2.1	3.1	-3.7	nt	-0.6	-3.9	-2.3
NCCNc1ccc2nnnn2n1	-0.2	1.7	13.6	0.2	-1.1	1.8	-10.5	-0.6	-14.3	4.6
COC(=O)C1C(=O)OC(C)(C)C1C(C)C(=O)c1ccccc1 (configuration not stated)	-0.8	0.4	1.4	0.8	nt	0.9	nt	-0.5	-3.7	-1.9
NC(=O)SCC(=O)Nc1ccccc1C(=O)O	-33.2	-1.7	7.0	33.2	-0.9	-0.8	10.0	0.5	-18.5	-2.0
O=c1cc2oc3cc(O)c(O)cc3c(-c3ccccc3[N+](=O)[O-])c-2cc1O	89.6*	-2.0	-38.4	-89.6	-9.1	-11.3	-41.7	1.8	-1.9	6.7
O=NNc1nc2ccccc2n1Cc1ccccc1	8.5	-4.5	-0.2	-8.5	5.0	0.3	-23.8	1.0	10.7	10.3
O=C(Nc1ccc(Br)cn1)c1ccc([N+](=O)[O-])cc1Cl	20.7	-1.7	0.4	-20.7	11.4	6.3	37.3	-1.2	-3.3	-2.9
COc1cccc(COC(=O)Cc2ccc(S(=O)(=O)N3CCOCC3)s2)c1OC	2.9	-1.1	2.1	-2.9	1.4	-5.8	-6.4	2.3	11.5	2.3
O=C(COC(=O)Cc1ccsc1)Nc1ccc(Cl)c(S(=O)(=O)N2CCOCC2)c1	10.3	-3.1	-0.5	-10.3	1.4	0.6	-1.5	0.5	-5.3	-7.1
O=C(NCc1ccccc1)C1=C[C@@H](c2coc3ccccc3c2=O)C[C@@H](OCc2ccc(CO)cc2)O1	3.9	-10.2	2.1	-3.9	-2.9	18.3	-8.2	-1.8	-5.4	2.1
CCOc1cccc(NC(=O)c2cccc(F)c2)c1	25.1	0.6	-5.1	-25.1	1.4	-3.1	24.3	0.5	-6.8	-8.5
CN(CC(=O)Nc1cccc(F)c1)C(=O)c1cccc(S(=O)(=O)N2CCN(c3ccc(F)cc3)CC2)c1	12.1	-14.7	-8.1	-12.1	-9.2	2.5	-9.0	-2.7	-10.5	10.4
O=c1c2c(-c3ccccc3)csc2ncn1/N=C/c1ccc(O)c([N+](=O)[O-])c1	16.8	4.9	2.4	-16.8	-0.2	-8.8	-5.0	-1.5	-2.1	1.2
CCCC/C(=N\NC(=O)c1ccc(Br)o1)c1ccccc1	-6.6	-3.9	0.0	6.6	nt	-0.5	-0.6	0.3	-6.8	-0.9
CCOc1ccc(-n2c(O)c(/C=N/Nc3nc(C)cc(C)n3)c3ccccc3c2=O)cc1	34.2	-12.2	-1.0	-34.2	-6.8	-6.5	-68.5	0.9	-7.9	2.1
CCC1(c2ccc(F)cc2)NC(=O)N(CC(=O)N2c3ccccc3CC2C)C1=O (configuration not stated)	21.7	-20.6	-1.1	-21.7	-5.0	-3.2	-11.9	0.1	-10.6	7.2
CCCNC(=O)CSc1nnc(-c2ccccc2Br)n1-c1cccc(C(F)(F)F)c1	-5.2	-11.3	1.6	5.2	-3.1	-0.2	-4.2	0.3	-5.8	0.9
CN1C(C)(C)CC(NC(=O)c2ccco2)CC1(C)C	-14.9	-1.0	-0.6	14.9	-0.8	3.8	9.3	-0.4	-9.9	0.1
O=C(NCCS(=O)(=O)N1CCN(c2cccc(Cl)c2)CC1)c1ccc2c(c1)OCO2	-2.4	-4.8	-3.7	2.4	1.2	-0.2	3.8	1.3	-9.3	-10.8
O=C(Cn1cc([N+](=O)[O-])cn1)N1CCCc2ccccc21	-21.9	-0.5	-7.0	21.9	-1.4	0.9	-0.7	1.0	17.5	-0.2
Cc1ccc2c(c1)cc1c(=O)n(CC(=O)N3CCCC3)nc(C)n12	-6.1	-6.6	-1.4	6.1	nt	2.3	12.2	0.8	-8.0	-15.7

Screens deposited in PubChem by several laboratories.
